# GLD-1 TGE inh = GLD-1-TGE RNA interaction inhibition (C. elegans) | Q17339 | purified GLD-1 + fluorescein TGE RNA, fluorescence polarization | inhibition, % at 5.96 µM | 320,000 compounds, 0.44% hits | AID 2280;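 active means percent inhibition above a per-plate cutoff, the plate mean of test compounds plus 3 SD, cut at about 30% in these data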;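 further: 0% = DMSO wells with GLD-1 and probe and 100% = wells lacking GLD-1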
# Fam108B inh = blocks mouse Fam108B hydrolase in RBBP9 counter-screen. recombinant Fam108B, FP-Rh probe fluorescence polarization. inhibition, % at 9.51 µM. 300,000 compounds, 0.33% hits. AID 1947;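 active means inhibition above the screen mean inhibition plus 3 SD, computed separately per campaign, cut at about 18% in these data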;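 further: inhibitors lower polarization as less probe binds the enzyme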
# pPAFAH FP inh = pPAFAH (human) enzyme inhibition | 330,000 compounds, 1.5% hits | recombinant pPAFAH, FP-rhodamine probe fluorescence polarization | inhibition, % at 3.39 µM | Q13093;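 active means inhibition above the mean inhibition across the screen plus 3 SD, cut at about 25% in these data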;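 further: inhibitors block binding of the rhodamine activity-based probe so polarization drops; 0% = enzyme with DMSO and 100% = wells lacking pPAFAH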
# PAFAH1B2 FP inh = PAFAH1B2 (human) inhibition; P68402; recombinant PAFAH1B2, FP-rhodamine activity probe, fluorescence polarization; AID 492953; 340,000 compounds, 1.2% hits; inhibition, % at 3.39 µM;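 active means inhibition above the mean of all tested compounds plus 3 SD, cut at about 24% in these data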;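 further: 0% = enzyme with DMSO and 100% = wells lacking PAFAH1B2; many of its hits are not listed in these tables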
# AHR act = activates the human aryl hydrocarbon receptor. P35869. AHR-responsive luciferase reporter cells, luminescence. activation, % at 5 µM. 320,000 compounds, 2.5% hits; in the data active means activation above about 47%;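 further: 0% = vehicle wells and 100% = reference agonist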
# Target sequence (P35869 whole entry, looked up): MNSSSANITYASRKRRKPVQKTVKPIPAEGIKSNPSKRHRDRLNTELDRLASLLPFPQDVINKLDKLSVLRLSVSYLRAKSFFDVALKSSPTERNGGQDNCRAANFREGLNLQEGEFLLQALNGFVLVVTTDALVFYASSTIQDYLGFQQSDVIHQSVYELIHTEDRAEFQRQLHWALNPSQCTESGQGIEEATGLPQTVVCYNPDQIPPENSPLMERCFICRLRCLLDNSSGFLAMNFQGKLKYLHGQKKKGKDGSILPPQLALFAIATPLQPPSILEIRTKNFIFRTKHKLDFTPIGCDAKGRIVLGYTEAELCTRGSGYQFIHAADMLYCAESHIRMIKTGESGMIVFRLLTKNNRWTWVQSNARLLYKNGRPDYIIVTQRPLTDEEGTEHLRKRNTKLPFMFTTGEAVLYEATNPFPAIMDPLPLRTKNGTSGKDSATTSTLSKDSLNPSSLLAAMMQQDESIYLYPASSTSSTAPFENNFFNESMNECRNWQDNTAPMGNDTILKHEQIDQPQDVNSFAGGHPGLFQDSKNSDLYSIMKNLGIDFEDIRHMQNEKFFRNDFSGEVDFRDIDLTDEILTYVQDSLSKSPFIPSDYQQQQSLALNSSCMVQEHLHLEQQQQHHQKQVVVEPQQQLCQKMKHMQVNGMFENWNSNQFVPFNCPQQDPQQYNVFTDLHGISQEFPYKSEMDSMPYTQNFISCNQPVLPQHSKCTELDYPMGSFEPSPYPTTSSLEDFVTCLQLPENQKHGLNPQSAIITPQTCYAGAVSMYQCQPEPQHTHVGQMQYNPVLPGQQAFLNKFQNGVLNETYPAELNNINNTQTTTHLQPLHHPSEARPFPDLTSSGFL
# MEX-5 binding = C. elegans MEX-5 TCR-2 RNA binding activity; 300,000 compounds, 0.38% hits; activity score (negative = inhibition of binding), % at 10 µM; Q9XUB2; MEX-5/FITC-TCR2 RNA binding, fluorescence polarization; hits give low values; AID 1832;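 active means inhibition past about -25% in most replicates, and total fluorescence under double the plate's negative control median, limit read from the data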;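 further: 0% = DMSO and -100% = 5 µM competing unlabeled TCR2 RNA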
# Bcl-xL primary = inhibitors of human Bcl-xL; Q07817; 320,000 compounds, 0.7% hits; GST-Bcl-xL / FITC-Bim BH3 peptide fluorescence polarization; inhibition, % at 10.9 µM;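 active means inhibition above the mean of all tested compounds plus 3 SD, cutoff set per campaign, cut at about 30% in these data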;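 further: 0% = DMSO wells and 100% = unlabeled Bim-BH3 peptide competitor; inhibitors lower millipolarization by displacing the labeled peptide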
# Target sequence (Q07817 whole entry, looked up): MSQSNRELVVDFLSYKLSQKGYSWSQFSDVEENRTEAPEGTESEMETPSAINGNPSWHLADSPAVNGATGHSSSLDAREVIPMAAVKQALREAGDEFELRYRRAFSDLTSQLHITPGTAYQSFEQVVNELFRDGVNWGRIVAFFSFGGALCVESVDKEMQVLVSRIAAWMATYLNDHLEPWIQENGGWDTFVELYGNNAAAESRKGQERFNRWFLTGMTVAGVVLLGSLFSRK
# MCL1 BIM primary = inhibitors of human MCL1 binding to BIM-BH3 peptide | Q07820 | GST-MCL1 / FITC-Bim-BH3 fluorescence polarization | inhibition, % at 10.9 µM | 320,000 compounds, 0.68% hits | AID 2057;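 active means inhibition above the mean inhibition of all tested compounds plus 3 SD, set per campaign, cut at about 40% in these data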;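 further: 0% = DMSO wells and 100% = unlabeled Bim-BH3 peptide control; higher means more loss of mP so more displacement of Bim peptide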
# PME-1 primary = PME-1 (human) inhibition; recombinant PME-1, FP-Rh probe fluorescence polarization; inhibition, % at 5.9 µM; AID 2130; Q9Y570; 320,000 compounds, 0.53% hits;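 active means inhibition above the campaign mean of all compounds plus 3 SD, cut at about 26% in these data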;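 further: competitive labeling of PME-1 active site by serine hydrolase directed probe; 0% = PME-1 with DMSO and 100% = wells lacking PME-1 enzyme; inhibitors block probe labeling so polarization falls and inhibition rises; many of its hits are not listed in these tables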
# Numbers without * were called inactive; . = no result given. The list is partial; rates above refer to the full screens.
canonical_smiles,PAFAH1B2 FP inh,Fam108B inh,AHR act,PME-1 primary,Bcl-xL primary,pPAFAH FP inh,MEX-5 binding,MCL1 BIM primary,GLD-1 TGE inh
CC(=O)c1cc(CN2CCN(C3CCCCC3)C(CCO)C2)cs1 (stereo unspecified),3.7,-0.7,2.4,-3.4,6.8,2.6,3.4,5.4,0.3
Nn1c(Cc2cccc3ccccc23)nnc1SCc1ccccc1Cl,3.4,3.0,0.3,7.5,-6.7,-0.3,0.6,-10.4,2.4
CCc1cc(=O)[nH]c(SCC(=O)N2CCCC2)n1,6.6,-1.0,-0.3,2.8,1.7,8.2,1.4,-5.8,3.3
CCCn1nc(C(=O)NC2CCCC2)c2ccccc2c1=O,-3.2,.,4.2,.,.,2.8,.,.,5.6
N#CC1(Cc2ccc(Cl)cc2)c2ccccc2C=CN1C(=O)c1ccccc1 (stereo unspecified),0.0,-0.9,1.2,-4.8,2.1,4.7,0.0,-6.2,2.2
COc1ccc([C@H]2[C@H](C(=O)C(C)(C)C)N3N=Cc4ccccc4C3C23C(=O)OC(C)(C)OC3=O)cc1 (stereo partly specified),3.8,2.1,5.0,3.7,7.3,5.9,0.8,-0.4,0.1
Cc1ccc(S(=O)(=O)N(CC(=O)O)Cc2ccco2)cc1,4.1,0.7,0.3,-2.6,1.8,7.1,-3.3,10.8,4.1
CCc1ccc(NS(=O)(=O)c2cc3c(cc2C)n(C)c(=O)c(=O)n3C)cc1,5.9,3.2,1.1,-4.9,5.4,5.5,-3.0,5.8,1.2
O=C(COC(=O)c1ccc(F)cc1)NCc1ccc(F)cc1,-0.8,.,1.1,0.1,4.1,5.2,.,2.0,2.0
Clc1ccc(CSC2=NCCCN2)cc1Cl,3.2,-0.9,-0.8,-1.9,1.9,-5.7,-0.4,-1.1,0.7
CCCNc1c(NS(=O)(=O)c2cccs2)c(=O)oc2ccccc12,5.0,-1.3,-0.4,-0.1,4.5,-1.1,-1.9,3.0,1.7
Cc1cc(C(=O)OCC(=O)N(CC(C)C)c2c(N)n(Cc3ccccc3)c(=O)[nH]c2=O)c(C)o1,4.0,0.6,-1.4,0.4,-8.2,-3.6,-4.9,-12.4,1.2
CC(C)(C)c1ccc(C(=O)N2CCC(C(=O)NCCC3=CCCCC3)CC2)cc1,7.1,-0.8,0.4,1.2,8.0,1.3,-0.9,-2.2,-0.7
CCOc1ccc(S(=O)(=O)NCCC(=O)NCC(c2ccc(OC)cc2)N2CCCC2)cc1 (stereo unspecified),0.0,.,-1.0,-1.1,-0.1,6.3,.,-4.0,-7.7
O=C(CCn1c(=O)sc2ccccc21)NCCCn1ccnc1,0.1,0.3,1.5,-4.2,7.3,2.9,0.6,2.9,0.8
C[C@@]12C(=O)N(c3ccccc3)C(=O)N1[C@@H]1c3ccccc3OC[C@@H]1[C@H]2c1ccccc1,-0.2,.,0.9,.,.,1.4,.,.,7.8
COc1cccc(CNC(=O)CN(C)S(=O)(=O)c2ccc3c(c2)c(=O)n(C)c(=O)n3C)c1,-4.0,3.4,1.4,2.4,6.3,-2.8,1.2,1.1,4.1
O=C(O)C(Nc1nc(C(F)(F)F)nc2ccccc12)c1ccccc1 (stereo unspecified),4.4,-1.9,2.8,-1.6,8.5,2.0,2.6,5.5,1.0
Cc1c(C(=O)OCC(=O)N2c3ccccc3CC2C)oc2ccccc12 (stereo unspecified),1.7,-4.0,3.1,0.1,-6.4,-4.3,3.4,-1.5,-4.3
COCCCNc1oc(-c2ccccc2Cl)nc1C#N,5.0,-1.4,30.7,-0.3,8.4,4.8,1.9,3.2,5.0
C=C(C)CSc1nnc2n(N)c(=O)c3ccccc3n12,1.4,0.8,1.5,-2.3,0.0,3.6,3.3,1.1,0.4
CCOc1ccc(CN(C)C(=O)c2ccc3ccccc3n2)cc1,2.8,0.9,8.0,4.8,0.7,6.6,-1.6,-3.9,0.6
COc1ccc2nc(Cl)cc(Cl)c2c1,3.8,-1.8,-4.9,5.4,9.1,5.2,1.9,10.3,2.0
COc1ccc(S(=O)(=O)N(CC(=O)NCc2ccncc2)c2cc(C)cc(C)c2)cc1OC,2.3,0.0,6.7,-0.2,2.7,-0.7,2.0,-1.6,4.6
C=C[C@@H]1c2cc(C)ccc2N(S(=O)(=O)c2ccc(C)cc2)[C@H](c2ccccc2)C1(C#N)C#N,-2.6,.,5.6,-1.2,-3.9,-1.1,.,-4.7,-6.2
CCN(CC(=O)NC1CCS(=O)(=O)C1)S(=O)(=O)c1ccccc1 (stereo unspecified),-1.4,-6.0,-2.3,-0.1,-2.6,0.5,2.1,-7.0,-1.8
Cc1cc(=O)oc2cc(OCC3CC(c4ccccc4)=NO3)ccc12 (stereo unspecified),3.9,-3.8,-9.0,8.9,0.3,0.6,-1.2,0.9,4.4
Cc1cc(NS(=O)(=O)c2ccc(NC(=O)c3cccnc3)cc2)nc(C)n1,-1.4,0.4,0.0,-0.6,3.1,1.3,-0.3,-2.2,1.3
COC(=O)C1C2C=CC(C3CC23)C1C(=O)OCC(=O)c1ccc(OC)cc1 (stereo unspecified),4.3,-0.3,-1.1,1.7,3.9,-1.9,0.9,6.6,-0.7
CC(C)C[C@H](NC(=O)[C@@H]1Cc2c([nH]c3ccccc23)C2c3ccccc3C(=O)N21)C(=O)NCC1CCCO1 (stereo partly specified),-2.1,-5.9,10.9,1.0,3.7,-2.1,0.1,1.4,10.6

# An excerpt from above in order of their number in GLD-1 TGE inh, ascending.
SMILES | PAFAH1B2 FP inh | AHR act | PME-1 primary | Bcl-xL primary | pPAFAH FP inh | MEX-5 binding | MCL1 BIM primary | GLD-1 TGE inh
CCOc1ccc(CN(C)C(=O)c2ccc3ccccc3n2)cc1 | 2.8 | 8.0 | 4.8 | 0.7 | 6.6 | -1.6 | -3.9 | 0.6
O=C(CCn1c(=O)sc2ccccc21)NCCCn1ccnc1 | 0.1 | 1.5 | -4.2 | 7.3 | 2.9 | 0.6 | 2.9 | 0.8
N#CC1(Cc2ccc(Cl)cc2)c2ccccc2C=CN1C(=O)c1ccccc1 (stereo unspecified) | 0.0 | 1.2 | -4.8 | 2.1 | 4.7 | 0.0 | -6.2 | 2.2

# Other records
canonical_smiles,PAFAH1B2 FP inh,Fam108B inh,AHR act,PME-1 primary,Bcl-xL primary,pPAFAH FP inh,MEX-5 binding,MCL1 BIM primary,GLD-1 TGE inh
COc1ccccc1-n1cnc2cc(C(=O)NC3CCCC3)ccc21,1.5,0.1,1.6,-1.1,-1.7,-0.3,.,1.8,6.5
O=C(NC1CCCC1)c1ccc(CS(=O)(=O)Cc2ccccc2F)o1,-5.2,-0.6,0.1,2.1,3.8,11.0,-1.7,9.7,5.4
COc1ccc(NC(=O)C(c2cc3c(cc2[N+](=O)[O-])OCO3)N(C)C)cc1 (stereo unspecified),-2.7,-1.5,39.1,6.7,6.3,18.4,-0.4,8.4,-6.3
COc1ccccc1NC(=O)CC(=O)CSc1nnc(-c2ccc(C)cc2)n1-c1ccccc1,-0.3,-1.8,6.2,2.2,0.8,7.5,2.1,-2.6,5.6
CC(C)(C)C(=O)N(Cc1nc2ccccc2c(=O)[nH]1)Cc1cccs1,-2.8,2.2,2.1,0.6,4.0,3.5,1.6,-1.1,-2.6
Cc1ccc(-c2noc(CCC(=O)N3CCCC3)n2)cc1,6.3,-0.2,5.1,-1.8,2.8,1.4,0.8,-0.1,0.1
C=CCn1c(SCC(=O)NC(=O)NCc2ccco2)nc2sc(C)c(C)c2c1=O,0.0,-4.5,4.7,-5.4,0.6,2.7,-2.4,-5.1,-3.5
Cc1ccc(-c2noc(CN3CCOCC3)n2)cc1,2.6,3.2,4.9,-1.2,1.6,4.8,-0.4,-1.8,-5.7
CC1CCCN(C(=O)C2c3ccccc3C(=O)N3CCc4ccccc4C23)C1 (stereo unspecified),1.9,-2.8,1.8,1.6,5.8,-4.3,-0.5,5.4,5.8
CC(=O)c1ccc(OCC(=O)NC2CCS(=O)(=O)C2)cc1 (stereo unspecified),2.7,1.0,-6.9,1.4,-4.8,3.2,0.1,-8.2,3.8
COc1ccc(NC(=O)CCCN(C)S(=O)(=O)c2ccc(C)cc2)cc1,-2.2,-3.0,1.5,3.0,1.3,2.4,-3.0,2.1,2.2
COc1ccc(S(=O)(=O)N(CC(=O)NCc2ccccn2)c2ccc(Cl)cc2)cc1,1.3,0.2,23.6,-1.3,5.6,0.5,-2.5,14.2,4.5
CCOCCn1c(=NC(=O)c2cc(Cl)sc2Cl)sc2cc(S(N)(=O)=O)ccc21,.,-4.8,1.7,-2.6,-2.0,-3.2,-0.4,-5.2,-2.0
O=C(Nc1ccc2c(c1)OCO2)Nc1ccccn1,-0.8,1.2,23.9,8.6,7.7,5.0,0.6,16.8,1.6
O=C(N/N=C/c1ccc(O)cc1)c1cc(-c2ccccc2)nc2ccccc12,-5.0,3.3,26.2,-1.2,-3.2,2.5,-0.8,-2.2,2.6
O=C(NNC(=O)C1CCC1)c1cccc(Cl)c1,3.8,.,0.0,2.2,3.4,3.3,.,5.6,3.1
COCCCNC(=O)CN(c1cc(Cl)ccc1OC)S(C)(=O)=O,8.0,-3.5,-1.8,-3.7,-2.2,1.4,1.2,-6.3,-4.5
O=S(=O)(c1ccc(Cl)cc1)n1cccn1,7.3,-3.4,-2.1,-2.3,3.1,-0.5,-1.1,0.0,10.8
CNC(=O)CC1C(=O)N(C)C(=S)N1NC(=O)c1ccccc1 (stereo unspecified),0.0,4.7,-1.2,6.2,3.2,2.4,0.3,0.9,0.1
CCOC(=O)c1c(C)n(C)c2ccc(O)c(CN3CCCCC3)c12,-0.4,5.9,36.5,3.2,2.6,2.6,-1.6,15.6,-1.9
CC(C)Oc1ccc(C(CC(=O)O)NC(=O)CSc2ncn[nH]2)cc1 (stereo unspecified),0.0,-0.1,10.3,1.9,2.1,2.1,-2.5,1.0,2.5
Cc1cc(OCCCn2cnc3ccccc3c2=O)ccc1[N+](=O)[O-],1.1,0.5,-7.0,5.6,2.5,4.9,2.8,-0.7,4.5
CC(C)(C)c1ccc(-c2nnc(SCC(=O)O)n2N)cc1,8.4,1.1,-2.4,-1.0,-5.4,0.6,1.8,-5.9,2.8
CC(Sc1nc(N)cc(N)n1)C(=O)NCC1CCCO1 (stereo unspecified),7.5,.,0.0,-1.1,-1.6,2.9,.,2.2,6.2
Cc1nn(Cc2noc(C(=O)NCC3CCCO3)n2)c(C)c1Br (stereo unspecified),6.6,-1.5,0.9,-2.9,-3.5,-2.3,3.5,-1.4,-4.7
CCN1CCN(c2cc(C)c3cc(NC(=O)c4ccc5c(c4)OCO5)ccc3n2)CC1,0.1,2.9,0.5,2.2,8.8,10.0,2.4,7.3,3.9
CN(C)c1ccc(-c2nnn(CC(=O)NCc3ccc4c(c3)OCO4)n2)cc1,-3.5,1.3,17.3,-7.2,1.3,3.0,-6.4,-0.5,7.1
CCOc1ccc(S(=O)(=O)Nc2ccn(C)n2)cc1,1.1,.,-1.0,3.6,-0.3,-0.6,.,2.6,1.1
CCCCCOC(=O)NCCOC(=O)Nc1ccc(C(=O)OCC)cc1,0.8,-4.9,7.8,-3.6,-0.4,4.8,-0.2,13.1,6.5
CCOCc1nnc(NC(=O)c2ccco2)s1,5.4,0.6,2.9,0.8,3.7,3.2,-1.6,-1.7,5.3
CC1=C(C(=O)OC(C)C)C(C)NC(=O)N1 (stereo unspecified),0.1,0.6,3.2,3.6,-5.4,1.3,-0.1,0.6,9.6
O=C(CCc1ccccc1)NNC(=O)c1ccco1,5.2,10.6,4.7,-2.2,4.1,-3.2,-1.0,10.9,-15.2
